# cardiac RTF act: increases calcium sensitivity of human cardiac regulated thin filaments; P19429+P45379; IANBD-labeled TnC RTF fluorescence at EC20 calcium; 0% EC20 calcium, 100% full calcium; activation, % at 7.2 µM; 340,000 compounds, 0.24% hits; AID 493008;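 active = activation above the mean over all tested compounds plus 3 SD, cut at about 30% in these data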;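 note: rise in fluorescence read as greater calcium sensitivity of cardiac thin filaments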
# CDK5 p35 inh: inhibitors of human CDK5/p35 kinase; 330,000 compounds, 0.01% hits; Q00535+Q15078; AID 488839; Recombinant CDK5/p35, ADP-Glo luminescence, 60 min; inhibition, % at 10 µM;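 active = highest replicate inhibition of at least 50% and at least 75% of replicates reaching 50%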;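 note: plate controls were DMSO neutral control for no effect and GW8510 at 10 µM for full effect; many of its hits are not listed in these tables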
# Rtt109 Vps75: inhibitors of Candida albicans Rtt109/Vps75 histone acetyltransferase; Q5AAJ8; 330,000 compounds, 0.16% hits; purified Rtt109/Vps75, ThioGlo CoA-SH fluorescence, 4 h; inhibition, % at 34.9 µM;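 active = inhibition of at least 50% in every replicate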
# dFosB act: activators of mouse delta FosB homodimer; P13346; purified delta FosB, TAMRA-CDK5 oligo fluorescence polarization; percent of positive-control signal above neutral wells; activation, % at 25 µM; 340,000 compounds, 0.99% hits; AID 493131;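 active = mean activation above about 17%, with every replicate also reaching it, limit read from the data, passing the limit was not always enough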;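 note: fluorescence polarization rise as delta FosB binds a TAMRA Cdk5 AP-1 oligo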
# PvdQ inh: blocks Pseudomonas aeruginosa PvdQ acylase activity; purified PvdQ acylase, fluorescence plate reader; inhibition, % at 10 µM; 340,000 compounds, 0.063% hits; in the data active = inhibition above about 30%, passing the limit was not always enough;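 note: 0% = vehicle neutral wells and 100% = reference inhibitor wells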
# SR-BI DiI-HDL act: enhances SR-BI lipid uptake from DiI-HDL. 320,000 compounds, 0.096% hits. CHO ldlA[mSR-BI] cells, DiI-HDL uptake fluorescence, 3 h; 100 = double the neutral-control signal. activation, % at 12.5 µM. AID 504775;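 active = mean replicate activation of at least 60% and every replicate at or above 60%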;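 note: 0% = median plate neutral-control signal and 100% = twice that signal; values of inactives mirror those of a sister screen read the other way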
#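 Material – SR-BI-overexpressing, LDLR-lacking CHO cells · Medium – BSA-supplemented, HEPES-buffered Ham's F12, pH 7.4 · Doses – single concentration · Times – compound with DiI-HDL co-incubation, 3 h at 37 °C · Measured by – bottom-read fluorescence, 550/595 nm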
# SR-BI HDL uptake: mouse SR-BI HDL lipid transfer inhibition. Q61009. ldlA[mSR-BI] CHO cells, DiI-HDL uptake fluorescence, 3 h. inhibition, % at 12.5 µM. 320,000 compounds, 0.96% hits. AID 488896;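 active = mean replicate inhibition of at least 70% and a set share of replicates each scoring 70 or more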;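 note: 0% = median of neutral control wells and 100% = median of positive control wells; values of inactives mirror those of a sister screen read the other way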
# Target sequence (Q61009 whole entry, looked up): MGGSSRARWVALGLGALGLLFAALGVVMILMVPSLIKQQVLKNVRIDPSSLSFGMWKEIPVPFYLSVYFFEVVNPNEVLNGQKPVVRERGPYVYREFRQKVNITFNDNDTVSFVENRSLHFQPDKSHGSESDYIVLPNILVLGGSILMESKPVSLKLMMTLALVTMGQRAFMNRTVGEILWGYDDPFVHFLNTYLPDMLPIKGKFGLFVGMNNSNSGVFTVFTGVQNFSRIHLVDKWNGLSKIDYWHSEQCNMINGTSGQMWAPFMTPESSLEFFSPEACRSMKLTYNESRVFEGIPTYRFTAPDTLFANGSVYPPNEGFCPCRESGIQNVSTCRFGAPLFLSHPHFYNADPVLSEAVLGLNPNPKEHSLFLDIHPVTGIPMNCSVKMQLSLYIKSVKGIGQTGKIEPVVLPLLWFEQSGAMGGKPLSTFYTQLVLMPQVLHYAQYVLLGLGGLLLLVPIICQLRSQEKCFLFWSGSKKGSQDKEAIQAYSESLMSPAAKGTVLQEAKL
# HTR5A ag ctr: HTR5A agonism, opioid heterodimer counter-screen; HTR5A agonist assay, luminescence, cell-based; 340,000 compounds, 0.61% hits; P47898; activation, % at 9.3 µM; in the data active = activation mostly above about 9.5%, no sharp cut-off; inactive = mostly below about 7.6%;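 note: 0% = cells with vehicle only and 100% = reference agonist; strong numbers were not always called active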
# Target sequence (P47898 whole entry, looked up): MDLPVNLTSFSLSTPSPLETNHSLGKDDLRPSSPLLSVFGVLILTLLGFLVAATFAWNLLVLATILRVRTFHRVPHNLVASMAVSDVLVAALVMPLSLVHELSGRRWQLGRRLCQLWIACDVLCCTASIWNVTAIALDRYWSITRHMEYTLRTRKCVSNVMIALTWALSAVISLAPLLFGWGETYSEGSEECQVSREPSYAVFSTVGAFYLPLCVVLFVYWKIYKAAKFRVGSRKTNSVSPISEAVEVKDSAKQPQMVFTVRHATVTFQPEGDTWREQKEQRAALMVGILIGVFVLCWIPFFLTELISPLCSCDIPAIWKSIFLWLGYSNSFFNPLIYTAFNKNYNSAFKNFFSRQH
# Wnt act: activates Wnt/beta-catenin signaling in a reporter cell assay | AID 743398 | 300,000 compounds, 1.2% hits | activator, plate reader | activation, % at 9.35 µM; in the data active = activation above about 30%, passing the limit was not always enough;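 note: 0% = neutral control wells and 100% = positive control wells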
# MITF act: activators of MITF-driven TRPM1 promoter activity in SK-MEL-5 cells; SK-MEL-5 TRPM1-promoter luciferase, 24 h; % of positive control, neutral wells = 0; AID 588334; 300,000 compounds, 0.75% hits; activation, % at 12.5 µM;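 active = mean activation of at least 80% with every replicate also reaching 80%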;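 note: 0% = neutral control wells and 100% = parthenolide positive control wells; values of inactives mirror those of a sister screen read the other way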
# The depositor's hits bear a star; . = not tested or not shown. This is a random part of the collection; 4.4% or so of the library scored in one or more.
SMILES,cardiac RTF act,CDK5 p35 inh,Rtt109 Vps75,dFosB act,PvdQ inh,SR-BI DiI-HDL act,SR-BI HDL uptake,HTR5A ag ctr,Wnt act,MITF act
COc1ccc(C(=O)Nc2ccc(NS(=O)(=O)c3ccccc3)cc2)cc1OC,-6,-0.9,7,-6,-8,-74,74*,2,-3,-4
CC(C)C(C)NC(=O)CSc1ccc(S(=O)(=O)N2CCOCC2)cn1 (stereo unspecified),0,1.6,.,-10,8,.,-6,11,-1,0
CCOC(=O)c1cnc2c(CC)cccc2c1NCCN1CCOCC1,-8,0.4,1,-1,6,5,-5,0,1,.
Cc1nc(CC(=O)Nc2nc(C(C)(C)C)cs2)cs1,-4,-0.5,-15,3,4,9,-9,0,6,17
O=C(CCOc1ccccc1)Nc1ccnn1C1CCN(Cc2ccc(CO)o2)CC1,-4,0.4,-4,-3,-13,.,-28,0,-1,-4
N#Cc1c(N2CCCCC2)nc(N2CCCCC2)c2c1CCN(Cc1ccccc1)C2,6,-1.2,-3,-1,5,-15,15,-2,.,9
Cc1onc(-c2c(Cl)cccc2Cl)c1C(=O)Nc1nc(C(C)(C)C)cs1,-1,1.6,13,7,1,8,-8,-8,-12,.
COc1ccc(S(=O)(=O)Nc2ccc(N(C)C(C)=O)cc2)cc1,0,-1.7,.,1,5,-5,5,-3,.,.
Cc1nc(=O)c(-c2ccccc2)c(C)n1CC1CCCO1 (stereo unspecified),-1,-2.1,-4,4,-10,3,-3,-4,.,0
O=C(CN1CCC(c2nc3ccccc3s2)CC1)NCc1ccccc1,0,-0.8,5,-7,-13,-42,42,-7,-3,-10
Cc1ccc(CNC(=O)COc2ccccc2-c2ccccc2)cc1,12,1.5,3,-2,2,21,-21,-1,.,-1
CSc1ccc(CCNC(=O)C2CCCN(c3ncnc4c3nc3n4CCCCC3)C2)cc1 (stereo unspecified),-6,0.9,15,-6,6,-12,12,0,-4,-2
COCCN(C(=O)CCC(=O)Nc1cc(C)on1)C(C(=O)NC1CCCC1)c1ccccc1F (stereo unspecified),0,-0.4,24,-12,10,.,.,1,-2,-3
NS(=O)(=O)c1ccc(-c2ccc(/C=N/NC(=O)c3ccc([N+](=O)[O-])cc3)o2)cc1,-4,1.3,-11,7,4,.,.,2,-2,-6
CCCCn1c(N)c(N(CC(C)C)C(=O)c2cc(=O)[nH]c3ccccc23)c(=O)[nH]c1=O,-3,0.7,18,-5,10,13,-13,3,1,8
COc1ccccc1Oc1ccc(NC(=O)c2ccccc2)cc1,0,-0.5,.,2,-6,-11,11,0,13,9
CCN(CC)C(=O)Cn1c(=O)n(-c2ccc(CC(=O)NCc3ccccc3)cc2)c(=O)c2sccc21,5,0.4,1,-11,-8,.,.,-1,-2,-3
CN1C(=O)NC(c2ccccc2)C2=C1CN(Cc1ccco1)C2=O (stereo unspecified),4,3.5,-3,-5,3,10,-8,4,-5,.
CC(Sc1nc2ccccc2c(=O)n1CC1CCCO1)C(=O)Nc1ccc(S(N)(=O)=O)cc1 (stereo unspecified),2,1.0,6,-6,-3,15,-15,-6,-3,1
C=CCNc1nc(N(c2ccccc2)c2ccccc2)nc(-n2ccnc2)n1,2,-0.1,3,5,-12,12,-12,12*,-5,.
CCOC(=O)c1cnc2c(C(=O)OC)cccc2c1NCCN1CCOCC1,5,0.9,23,0,8,8,-8,-2,1,-2
CC(=O)N1CCCN(Cc2cn(-c3ccc(C)cc3)nc2-c2cccc(C)c2)CC1,-5,-2.0,6,-8,-1,.,.,1,4,31
N#Cc1cccnc1N1CCN(C(=O)c2ccccc2)CC1,-2,-0.3,18,0,12,-3,3,1,1,-4
CCC(=O)N(C1=C(NC(C)C)C(=O)c2ccccc2C1=O)C(C)C,2,1.2,.,0,7,0,0,-2,2,-25
Cc1c2cnn(CC(=O)NCCCN3CCCCC3)c(=O)c2c(C)n1Cc1ccccc1,4,-0.6,-1,6,-12,28,-28,0,1,.
Cc1ccc(NC(=O)COC(=O)CCc2c(C)nc3nc(N)nn3c2C)cc1C,-1,0.3,4,-1,1,-8,8,1,2,-5
COc1cccc(CCc2nc3ccccc3c(=O)n2N)c1,-2,0.3,3,-2,-18,-4,4,4,18,.
COc1cccc(CNC(=O)CCNC(=O)C2CCN(S(=O)(=O)c3ccc(F)cc3)CC2)c1,-2,-0.2,2,-8,-15,2,-2,0,-1,0
CCOC(=O)N1CCC(N2CCN(c3cc(C)ccc3C)CC2)CC1,9,-3.5,0,1,-22,-10,10,6,0,-6
Cc1cc(N=Nc2ccc(Cl)cc2)cc(CN2CCCC2)c1O,6,-2.2,9,-10,-10,-42,42,8,3,7
COc1cc(CN2c3ccccc3C(=O)CS2(=O)=O)cc(OC)c1,5,-1.5,1,-4,-10,-2,2,4,-1,3
CCS(=O)(=O)Nc1c(C(=O)O)[nH]c2ccccc12,0,3.8,-5,-11,-12,-20,20,3,6,-2
c1ccc(CNn2nnnc2-c2ccccc2)cc1,-3,1.0,-3,3,-7,3,-3,1,.,-2
CC1(C)CC(NC(=O)N2c3ccccc3Sc3ccccc32)CC(C)(C)N1,1,1.9,-12,-9,-9,-31,31,3,3,.
Cc1cccc(NS(=O)(=O)c2ccc(C)c(C(=O)NCC(c3ccco3)N3CCCCC3)c2)c1 (stereo unspecified),-4,0.7,11,-6,-8,5,-5,3,-4,-4
CCc1nc(NCCO)c(C#N)c2c1CCCC2,2,-1.7,-3,0,15,-8,8,0,0,1
COc1ccc(-c2oc(=O)n(C)c2-c2ccc(OC)cc2)cc1,0,0.2,.,-4,5,-50,50,-2,3,-2
CCN(CC)C(=O)CSc1nc2ncc(Cl)cc2[nH]1,1,0.9,-2,1,-6,5,-5,-4,.,2
Oc1ccc(Cl)cc1C1=NNC(c2ccc(Cl)cc2)C1 (stereo unspecified),-4,-0.6,32,-5,9,-84,84*,0,.,5
O=S(=O)(Nc1cccnc1)c1ccc(Cl)c(C(F)(F)F)c1,3,0.0,10,-14,-5,-1,1,0,.,.
Cn1cccc1/C=C1\SC(=O)N(c2ccc(O)cc2)C1=O,0,-2.3,-2,-3,-8,5,-5,-3,.,58
Cc1cc(Cl)cc(C)c1OCCn1ccnc1,2,-1.1,4,-13,-19,18,-18,3,2,-8
CCOC(=O)C1CCCN(C(=O)c2ccccc2[N+](=O)[O-])C1 (stereo unspecified),0,-0.3,-2,0,-5,1,-1,3,-1,7
CCCCNC(=O)c1nn2c(C(F)(F)F)cc(-c3ccc(OC)cc3)nc2c1Br,5,-1.2,5,-15,-13,-68,68,2,0,1
COc1ccc(-n2nc3c(c2NC(=O)C(C)Oc2ccccc2)CS(=O)C3)cc1 (stereo unspecified),0,0.1,-4,1,-12,7,-7,5,0,3
C=C(C)C1CC=C(C)/C(=N/NC(=O)COc2cccc(C)c2)C1 (stereo unspecified),3,0.2,-1,0,3,-8,8,6,-1,23
CNc1ccc(SC#N)cc1,7,1.6,0,-6,-18,-4,4,-2,0,-5
N#Cc1c(N)sc(=S)c2c1CCCC2,7,3.5,-2,-2,2,16,-16,-2,.,-4
COc1ccc(C2/C(=C(/O)c3ccccc3)C(=O)C(=O)N2CCO)cc1 (stereo unspecified),3,1.2,9,0,5,.,.,1,.,8
CCOc1ccccc1NC(=O)Cn1cnc2c(nnn2-c2cccc(OC)c2)c1=O,0,-1.2,-10,-5,-9,-11,11,3,4,-5
CC(CCc1ccccc1)NC(=O)CCC(=O)N1CCC(C(N)=O)CC1 (stereo unspecified),-11,-3.3,7,-1,3,0,0,0,0,.
Nc1c(-c2ccsc2)cnc2ncnn12,-4,1.7,.,3,-10,2,-2,0,3,-2
O=C(O)CCC(=O)NCc1ccc(F)cc1,-2,0.1,-18,-2,-14,27,-27,1,.,2
C=CCn1c(SCC(=O)O)nnc1-c1ccccc1,-1,-13,0,1,-23,19,-19,-3,1,-4
O=C1C(Cc2ccc(Br)cc2)SC(=Nc2ccccc2)N1c1ccccc1 (stereo unspecified),4,-1.8,5,-4,15,-15,15,0,-3,3
COC(=O)c1ccccc1NC(=O)C1CCN(C(=O)c2cc(OC)cc(OC)c2)CC1,5,-0.1,10,-5,-16,3,-3,2,.,.
CCCCC(=O)N1CC2(C)CN(C(=O)CCCC)CC(C)(C1)C2=O,2,0.9,3,2,-10,33,-33,-7,.,6
CCOC(=O)C1=C(CSc2nc3ccccc3s2)NC(=O)NC1c1ccc(OC)cc1 (stereo unspecified),-19,1.3,13,-13,-11,-19,19,0,-4,-6
O=S(=O)(c1ccc2nc(-c3ccccc3)[nH]c2c1)N1CCN(c2ccc(Cl)cc2)CC1,-12,1.1,-2,-2,-6,5,-5,10*,-4,-3
CC(O)CNc1nc2c(c(=O)n(Cc3ccc(Cl)c(Cl)c3)c(=O)n2C)n1C (stereo unspecified),7,-0.2,-10,1,-24,-7,7,4,0,.

# Continued; it opens with the 2 that closed the last part.
SMILES,cardiac RTF act,CDK5 p35 inh,Rtt109 Vps75,dFosB act,PvdQ inh,SR-BI DiI-HDL act,SR-BI HDL uptake,HTR5A ag ctr,Wnt act,MITF act
O=S(=O)(c1ccc2nc(-c3ccccc3)[nH]c2c1)N1CCN(c2ccc(Cl)cc2)CC1,-12,1.1,-2,-2,-6,5,-5,10*,-4,-3
CC(O)CNc1nc2c(c(=O)n(Cc3ccc(Cl)c(Cl)c3)c(=O)n2C)n1C (stereo unspecified),7,-0.2,-10,1,-24,-7,7,4,0,.
CC(=O)c1ccc(O)c(CSc2nncn2C)c1,-2,1.3,9,7,13,11,-11,5,0,6
O=C(NCCNC(=O)c1ccco1)c1ccc(F)cc1,3,-2.1,-12,-1,-2,9,-9,-3,0,-11
CCc1ccc(N2C(=O)c3ccc4c5c(ccc(c35)C2=O)CC4)cc1,-1,1.6,-19,0,-5,13,-13,8,2,.
Cn1c(N)c(C(=O)CSc2ccc3c(c2)OCCO3)c(=O)n(C)c1=O,2,0.3,5,-9,-11,23,-23,0,1,5
CCN(CC)c1ncnc2c1cnn2Cc1ccc(C)cc1,-7,0.0,11,-4,0,-6,6,-2,0,-4
O=C(NN1C(=O)c2ccccc2NC1c1ccoc1)c1ccccc1 (stereo unspecified),-2,0.7,-18,-3,-9,25,-25,-1,-2,10
CC(=O)Nc1ccc(-c2csc(NC(=O)CC(NC(C)=O)c3ccccc3)n2)cc1 (stereo unspecified),-7,-0.2,0,-8,-2,-32,32,2,0,0
CCCC(=O)N(Cc1cc2cccc(C)c2[nH]c1=O)c1ccccc1OC,8,0.7,3,-15,-6,25,-25,-4,-2,-5
O=C(Nc1ccccc1)OCCNC(=O)c1ccccc1,-3,-1.0,1,-2,-12,11,-11,4,.,-4
Cc1cc(C)nc(NS(=O)(=O)c2ccc(NC(=S)NC(=O)c3cccnc3)cc2)n1,10,0.5,-11,0,-3,10,-10,2,0,-6
CCOc1ccc(-c2ccc(/C=C3/C(=N)N4C(C)=CSC4=NC3=O)o2)c([N+](=O)[O-])c1,4,1.0,2,-13,-8,-20,20,4,-3,-4

# Source: PubChem
